Compound activity: PubChem, National Center for Advancing Translational Sciences (NCATS)
A549 tox – A549 cytotoxicity, counter-screen for Nrf2 inhibitors | A549 ARE-Fluc cells, CellTiter-Fluor viability, 18-24 h | Potency, µM (highest dose often 46 µM), inactives show at the highest dose activity change, negative = cytotoxicity, usual class: inhibitors | hit rate 0.16% among 390,000 | AID 504648; note: potency is the fitted concentration of half-maximal effect; % is set by controls: 0 for no effect and ±100 for the full control effect
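A549 ARE-Fluc cells in 5% FBS OPTI-MEM, 5000 cells/well, rested 2 h then exposed to compounds in concentration-response for 18-24 h at 37 °C. Viability by CellTiter-Fluor fluorescence (Ex 405/Em 525) after 30 min; luciferase luminescence (BugLite, 15 min, RT) read afterwards.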
IL1B secr inh – inhibitors of inflammasome signaling (IL-1 beta secretion) | activity change, % at 57.5 µM | AID 743279 | hit rate 4.7% among 360,000 | THP-1 LPS/ATP IL-1B secretion, AlphaLISA, 16 h; hits give low values; in the data active = activity change below about -50%; inconclusive = mostly about -30% to -49%; note: % is set by controls: 0 for no effect and ±100 for the full control effect
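Secreted IL-1B measured by AlphaLISA bead assay after 16 h compound exposure of THP-1 cells; compounds (final up to 57.5 uM) added 1 h before LPS (250 ng/mL) and ATP (1.25 mM) stimulation; lower signal means less secretion.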
HepG2 viability – HepG2 cytotoxicity, counter-screen for TGF-b inhibitors; AID 588856; Potency, µM (top dose mostly 46.1 µM), for the others: top-dose activity change, negative = cytotoxicity, most hits filed as cytotoxic; HepG2 CAGA-GFP viability, ATP luminescence, 18 h; hit rate 0.76% among 410,000; note: potency is the fitted concentration of half-maximal effect; some results filed as inactive show a strong effect at the top dose
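CellTiter-Glo luminescence gave cytotoxicity after 18 hours at 37 degrees C. The cells were HepG2 CAGA-GFP in 1% FBS DMEM, stimulated with 500 pg/mL TGF-beta after compound addition. %Activity was normalised to no-cell wells (complete cell-killing) and DMSO (no toxicity), and curves were fitted and classified.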
Nrf2 block – blocks Nrf2 signaling; hit rate 2.1% among 360,000; A549 ARE-Fluc reporter, luciferase luminescence, 18-24 h; AID 504444; Potency, µM (series often up to 46 µM), inactives show top-dose activity change, negative = inhibition, most hits filed as inhibitors; note: potency is the fitted concentration of half-maximal effect; % is set by controls: 0 for no effect and ±100 for the full control effect; nearly all actives have a fitted effect of over 60% in size
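Two sequential reads on A549 ARE_Fluc cells exposed to compound for 18-24 h: a CellTiter-Fluor fluorescence read for viability, then a luciferase luminescence read for Nrf2/ARE activity.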
S2 tox – reduces viability in counter-screen for ATXN expression inhibitors. S2 cells (HEK-293 line with an ATXN2-luciferase reporter) viability, CellTiter-Fluor protease fluorescence, 24 h. Potency, µM (doses to about 56.7 µM), usual class: cytotoxic. hit rate 0.49% among 400,000; note: potency is the fitted concentration of half-maximal effect; nearly all actives have a fitted effect of over 40% in size
MCF10A rereplic – inducers of DNA re-replication in MCF 10A breast cells; MCF 10A DNA re-replication, Hoechst nuclear intensity, 48 h; Potency, µM (series often up to 46.1 µM), inactives show at the top dose activity, positive = re-replication, actives largely listed as activators; hit rate 2.9% among 350,000; note: potency is the fitted concentration of half-maximal effect; % of control where 0% means no effect; nearly all actives have a fitted effect of over 50% in size
TGFb inhibitor – TGF-b pathway inhibition; hit rate 1.2% among 410,000; Potency, µM (top dose mostly 46.1 µM), without a hit: at the top dose activity, negative = inhibition, hits mostly inhibitors; HepG2 CAGA-GFP TGF-b/SMAD3 reporter, GFP fluorescence, 18 h; TGF-beta stimulated, 500 pg/mL final; note: potency is the fitted concentration of half-maximal effect; % is set by controls: 0 for no effect and ±100 for the full control effect; nearly all actives have a fitted effect of over 65% in size
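HEPG2 CAGA-GFP reporter cells (1000/well, DMEM with 1% FBS) received compounds, then recombinant TGF-beta at 500 pg/mL final for 18 hours at 37 degrees C. Per-cell GFP summed per well was normalised to unstimulated and stimulated DMSO controls before curve fitting.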
Nrf2 ARE act – activates Nrf2 signaling. Potency, µM (titrated, usually from 46.1 µM), without a hit: at the highest dose activation, actives largely listed as activators. hit rate 0.31% among 410,000. AREc32 ARE-luciferase reporter (MCF7-derived line), luminescence, 24 h; note: potency is the fitted concentration of half-maximal effect; % of control where 0% means no effect; nearly all actives have a fitted effect of over 65% in size
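Luciferase luminescence (Steady-Glo, 30 min at room temperature) served as the read-out of ARE activation in AREc32 cells treated with compounds for 24 hr at 37 deg C.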
ATXN2 expr inh – reduces ATXN2 reporter expression in HEK-293 cells; HEK-293 ATXN2-luciferase reporter, luminescence, 24 h; Potency, µM (doses to about 57 µM), for the others: at the highest dose activity change, negative = inhibition, actives largely listed as inhibitors; hit rate 0.72% among 360,000; AID 1745845; note: potency is the fitted concentration of half-maximal effect; % is set by controls: 0 for no effect and ±100 for the full control effect; nearly all actives have a fitted effect of over 55% in size
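ATXN2-luciferase reporter cells (luciferase flanked by upstream and downstream ATXN2 gene portions) were treated 24 h at 37 °C with compounds at up to 57 uM. SteadyGlo luminescence gave expression; GF-AFC fluorescence gave viability.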
Starred values were filed as active, the others as inactive; i = inactive; ? = inconclusive; · = no result given; [ ] = another dose, or the depositor's remark. Unless noted, calls come from the whole dose curve; as a rule, active = well fitted curve in the direction sought with a large enough effect; inconclusive = small, poorly fitted or top-dose-only effect, or another doubt; inactive = no such curve, though single readings can be large; an effect the other way counts as inactive or inconclusive.

canonical_smiles	A549 tox	IL1B secr inh	HepG2 viability	Nrf2 block	S2 tox	MCF10A rereplic	TGFb inhibitor	Nrf2 ARE act	ATXN2 expr inh
CC1CCC(NC(=O)CCS(=O)(=O)c2ccc3c(c2)oc(=O)n3C)CC1 (stereo unspecified)	-7.0%	0.0	-5.1%	1.2%	i	-1.7%	0.3%	-0.8%	8.6%
CCN1C(=O)N(CN2CCOCC2)C2C1N(CN1CCOCC1)C(=O)N2CC (stereo unspecified)	-15.8%	0.0	19.7%	·	i	-2.1%	2.1%	0.1%	2.1%
COc1cccc(CNCc2ccc3c(c2)OCO3)c1	-0.5%	-7.7	13.1%	-6.8%	i	-5.1%	0.1%	0.0%	-15.7%
O=[N+]([O-])c1ccc(-c2cn3c(n2)CCC3)cc1	8.5%	-6.0	-7.5%	0.8%	i	8.4%	-15.8%	5.2%	·
Cc1ccccc1CN1CCN(CC(=O)NCc2ccccn2)C1=O	1.0%	2.7	-0.7%	1.5%	i	-4.4%	-2.4%	0.0%	5.8%
Cc1nc(NS(=O)(=O)c2ccccc2)sc1NC(=O)Nc1ccc(Cl)cc1	0.4%	0.1	-15.4%	7.1%	i	2.3%	-9.9%	0.1%	-24.4%
Cn1c(Oc2ccc(F)cc2F)c(C=O)c2ccccc21	-3.6%	-87.9*	-18.7%	4.9%	i	5.0%	-20.0%	14.6%	0.9%
C=CCN1C(=O)C(CC(=O)NCC)SC1=Nc1cc(Cl)ccc1Cl (stereo unspecified)	2.8%	15.6	-21.1%	0.9%	i	14.5%	16.5%	0.7%	-14.8%
COc1cc(Br)cc(CN2CCN(C/C=C/c3ccccc3)CC2)c1O	-1.2%	-15.8	-32.5%	·	i	21.2%	-14.2%	0.4%	-7.4%
CCOC(=O)C1(Cc2ccc(OC)cc2)CCN(C(=O)c2ccc3[nH]ccc3c2)CC1	-10.3%	-3.8	-26.2%	4.7%	i	11.6µM*	?	6.3%	·
Cc1cccc(-c2nc3scc(CCNS(=O)(=O)c4ccc5c(c4)OCCO5)n3n2)c1	-8.3%	·	-6.5%	·	·	·	?	0.9%	·
COc1ccc(/C=C2\SC(=S)N(CCC(=O)N3CCCCC3CCO)C2=O)cc1 (stereo unspecified)	-16.8%	-8.6	-47.9%	-6.9%	i	15.9%	-7.1%	9.0%	-17.1%
COc1cccc(C(=O)Nc2cccc(-c3cn4c(C)csc4n3)c2)c1OC	3.8%	·	-39.8%	·	i	·	-4.6%	0.9%	-24.7%
Cc1ccc(C)c(NC(=O)C(Sc2nc3ccccc3c(=O)n2CC(C)C)c2ccccc2)c1 (stereo unspecified)	-5.8%	-1.8	-14.8%	-1.1%	?	?	10.9%	-0.5%	?
O=C(c1ccccc1)N(Cc1nc2ccccc2c(=O)[nH]1)C1CCCCC1	-7.1%	-18.3	-16.0%	?	i	10.8%	-13.9%	-0.3%[9.22 µM]	0.4%
Cc1cc(N2CCCCC2)nc(N2CCCCC2)n1	-2.6%	5.8	-0.4%	7.9%	i	4.0%	?	-1.0%	·
C(#Cc1ccccc1)C[N+]1(CC#Cc2ccccc2)CCCCC1	-18.5%	-86.3*	-0.4%	11.6µM*	?	0.3%	-12.3%	0.4%	-17.8%[11.3 µM]
CCOc1ccc(NC(=O)CN(C)C(=O)CSCc2ccc(C)cc2)cc1OCC	-10.1%	-7.3	5.01µM*	-6.3%	i	?	18.2%	-0.7%	-18.7%
COc1cc(NC(=O)c2cc(C)on2)cc(OC)c1OC	11.5%	7.2	3.6%	-2.9%	i	-2.6%	8.0%	-0.8%	6.4%
COc1cccc(-n2nnnc2SCC(=O)NC2CCCC2)c1	8.7%	0.5	-1.2%	10.4%	i	2.7%	-4.5%	-0.6%	2.4%
COC(=O)c1ccc(/C=N/NC(=O)C(=O)NCC2CCCO2)cc1 (stereo unspecified)	-0.3%	4.4	3.2%	-3.9%	i	-6.4%	3.2%	0.2%	1.0%
Cc1noc(/C=C/c2ccccc2F)c1S(=O)(=O)N1CCC(C(=O)NCc2ccco2)CC1	9.5%	·	-19.7%	·	·	·	?	18.2%	·
COc1ccc(NC(=O)CSc2nccn2Cc2ccccc2)c(OC)c1	4.1%	0.0	-50.2%	11.2%	i	15.3%	-3.4%	-0.4%	14.1%
O=c1[nH]c(CN2CCc3ccccc32)nc2scc(-c3cccs3)c12	-8.7%	-28.5	-13.9%	-27.2%	i	23.6%	-7.7%	0.1%	0.6%
CCCOc1nc(C)cc(COC)c1C(N)=O	2.3%	12.7	-3.3%	1.1%	i	0.3%	-1.2%	0.0%	-8.4%
Cc1ccc(NC(=O)c2ccc(NC(=O)C3CCCCC3C(=O)O)cc2)cc1 (stereo unspecified)	0.1%	0.0	6.8%	3.0%	i	-3.1%	8.0%	-1.4%	-7.3%
COc1cccc(NC(=O)CN(C)C(=O)Cc2ccc(Cl)cc2Cl)c1	0.7%	-3.4	-4.5%	10.7%	i	-10.1%	-19.7%	-0.3%	-2.9%
CCc1ccc(/C=C2\Oc3ccc(C(=O)OC)cc3C2=O)cc1	-2.7%	23.1	-32.5%	?	i	-0.4%	31.9%[activator]	0.1%	4.0%
CCN(C(=O)Cn1c(=O)n(Cc2ccc3c(c2)OCO3)c(=O)c2ccc(C(=O)NC3CCCCC3)cc21)c1cccc(C)c1	1.1%	·	-27.5%	-1.3%	i	·	2.7%	-0.3%	4.8%
Cc1cccc(NC(=O)NC(=S)NC(=O)c2ccccc2)c1	0.0%	-7.6	3.6%	6.5%	i	1.0%	-1.0%	2.3%	27.7%
CCN(CC)CCCNC(=O)Cc1c(C(=O)O)n(C)c2ccccc12	1.1%	8.2	-15.9%	14.6%	i	-9.6%	-18.4%	0.6%	·
CCC(C)C(NC(=O)C1CCC(C)CC1)C(=O)NCCCN1CCCCC1CC (stereo unspecified)	14.1%	-63.5*	-42.2%	13.3%	i	-2.0%	-9.4%	-1.2%	·

Part of the list above in order of formula weight, smallest number first:
canonical_smiles	A549 tox	IL1B secr inh	HepG2 viability	Nrf2 block	S2 tox	MCF10A rereplic	TGFb inhibitor	Nrf2 ARE act	ATXN2 expr inh
CCCOc1nc(C)cc(COC)c1C(N)=O	2.3%	12.7	-3.3%	1.1%	i	0.3%	-1.2%	0.0%	-8.4%
Cc1ccc(NC(=O)c2ccc(NC(=O)C3CCCCC3C(=O)O)cc2)cc1 (stereo unspecified)	0.1%	0.0	6.8%	3.0%	i	-3.1%	8.0%	-1.4%	-7.3%
COc1cccc(NC(=O)CN(C)C(=O)Cc2ccc(Cl)cc2Cl)c1	0.7%	-3.4	-4.5%	10.7%	i	-10.1%	-19.7%	-0.3%	-2.9%

Going on with the list.
canonical_smiles	A549 tox	IL1B secr inh	HepG2 viability	Nrf2 block	S2 tox	MCF10A rereplic	TGFb inhibitor	Nrf2 ARE act	ATXN2 expr inh
COc1ccc(-c2cc(C(N)=O)nc(N3CCCCCC3)n2)cc1	11.3%	-4.7	-24.0%	5.5%	i	18.0%	3.3%	-0.2%	1.7%
O=C(NCCc1ccccc1)c1cccs1	0.6%	0.0	-15.7%	?	i	3.8%	1.4%	0.2%	-2.9%
CCCn1nnc(NC(=O)C(C)C)n1	-4.3%	-3.4	-1.4%	-6.8%	i	-4.0%	-1.5%	-0.7%	-10.8%
CC1Cc2nc(SCC(=O)N3CCN(c4ccccc4)CC3)n(C)c(=O)c2S1 (stereo unspecified)	-6.8%	-2.3	-44.7%	-21.9%	i	?	-9.7%	-0.2%	-12.5%
CCN(CC)C(=S)NC(=O)c1ccc(F)cc1	0.6%	15.8	-0.5%	-1.4%	i	-1.0%	2.1%	3.9%	3.1%
CSc1ccccc1C(=O)N(C)Cc1ccccc1	4.6%	-15.4	-1.1%	0.5%	i	-0.7%	15.6%	0.3%	-5.4%
CC1=C(C(=O)Nc2ccccc2)C(c2cccc(O)c2)n2nc(-c3ccccc3Cl)nc2N1 (stereo unspecified)	-4.8%	·	-18.6%	-2.8%	?	·	-25.4%	10.6%	0.9%
Cc1ccc2c(c1)N(C(=O)CCC(=O)NC1CCC(C)CC1)CCO2 (stereo unspecified)	-0.9%	-12.3	-0.4%	11.3%	i	1.0%	1.8%	0.0%	8.0%
O=C1C=C(c2ccc(CO)cc2)C[C@@H](c2ccc3c(c2)OCO3)C1	-0.9%	?	-9.2%	5.0%	i	0.581µM*	-8.5%	5.1%	4.0%
CCOc1ccc(N(CC(=O)NC2CCCC2)S(=O)(=O)c2c(C)[nH]c(=O)[nH]c2=O)cc1	-5.0%	-2.8	4.2%	18.3%	i	-0.9%	6.1%	-0.7%	2.0%
Cc1ccc(Cl)cc1NC(=O)CCCN1C(=O)CCn2nc(-c3cn(C)c4ccccc34)cc21	3.8%	·	-20.1%	·	i	·	?	-0.6%	-20.4%
CC1(C)Cc2c(cnn2-c2cccc(F)c2)C(NC(=O)C2CCOCC2)C1 (stereo unspecified)	-2.1%	i	-3.4%	15.8%	i	?	-5.0%	0.2%	14.6%
Cc1cc(Cl)c(C(=O)Nc2cccc(C(F)(F)F)c2)c(C)n1	1.5%	-53.7*	-23.2%	-26.2%	i	?	-16.8%	15.1%	?
COc1ccc(CNS(=O)(=O)c2cc(CN3C(=O)c4cccnc4C3=O)ccc2OC)cc1	0.7%	5.8	-1.3%	5.8%	i	-28.1%	-4.8%	-0.3%	-9.7%
O=c1c2c3c(sc2nc2n1CCCC2)CCC3	-7.6%	-13.0	-33.8%	-19.4%	i	-5.4%	-3.0%	0.5%	35.4%[activator]
CCN1C(=O)CCN(C2CCCC2)c2nc(Nc3ccc(C(=O)NC4CCN(C)CC4)cc3OC)ncc21	-13.5%	51.6	-68.6%	?	?	10.3µM*	?	?	-26.2%
COc1ccc(N2CCOCC2)c(NC(=O)c2cc3ccccc3o2)c1	0.1%	7.3	-5.4%	-0.4%	i	?	9.1%	5.6%	-23.8%
